MPTP block: blocks calcium-induced mitochondrial swelling. isolated mouse mitochondria, Ca2+ swelling absorbance, 30 min. inhibition, % at 10 µM. actives 1.4% (n = 360,000). AID 602449;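 active = inhibition of 50% or more, scaled per plate between neutral and stimulator controls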;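 note: 0% = DMSO wells given calcium and 100% = 1 mM EGTA wells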
SENP1 inh: inhibitors of human SENP1 SUMO protease catalytic domain. actives 0.21% (n = 360,000). inhibition, % at 10 µM. recombinant SENP1 catalytic domain, CyPet-SUMO1-YPet FRET cleavage. Q9P0U3;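 active = inhibition at least 30% at 10 µM, raw YFP signal under a set limit, fluorescence ratio 0.5 to 1.5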;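 note: 0% = enzyme with DMSO and 100% = no enzyme wells; some results filed as inactive read as strong as hits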
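Material – human SENP1 catalytic domain · Input – SENP1 enzyme, 20 pM final · Compound dosing – single concentration of 10 µM compound, 0.5% DMSO final · Timing – enzyme reaction for 50 min at room temperature, dark · Measured by – FRET fluorescence in CFP and YFP emission channels · Control set – no-enzyme wells low, DMSO-plus-enzyme wells high control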
PfGluPho inh: PfG6PD (Plasmodium falciparum) enzyme inhibition; AID 504690; inhibition, % at 20 µM; actives 0.78% (n = 350,000); PfGluPho enzyme, NADPH resazurin-diaphorase fluorescence;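 active = inhibition reaching at least a set limit at 20 µM in the primary screen, cut at about 59% in these data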;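 note: 0% = DMSO wells with substrate and 100% = DMSO wells lacking glucose-6-phosphate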
SENP8 inh: blocks human SENP8 cleavage of Nedd8 substrate. inhibition, % at 20 µM. recombinant SENP8, Nedd8 substrate fluorescence. actives 0.64% (n = 360,000); in the data active = inhibition mostly above about 40%, no sharp cut-off; inactive = mostly below about 27%
NR3A LBD binder: NR3A (human) ligand-binding domain modulation; NR3A LBD differential scanning fluorimetry, Tm shift; 0% = protein alone, 100% = glycine-bound protein; Tm shift relative to glycine control, % at 25 µM; actives 2.5% (n = 340,000); AID 1259313;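 active = melting temperature shift of at least 10% of the positive control shift, at one fixed dose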
SENP6 inh: inhibitors of human SENP6 protease; AID 2599; Recombinant SENP6 catalytic domain, aminoluciferin luminescence; inhibition, % at 10 µM; actives 1.8% (n = 330,000);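 active = inhibition above about 50% at the single tested dose, limit read from the data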;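 note: plate controls were DMSO wells with enzyme for no effect and DMSO wells lacking enzyme for full effect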
ATG4B inh: blocks human ATG4B protease cleavage of LC3 substrate; inhibition, % at 8.33 µM; Q9Y4P1; ATG4B cleavage of LC3-PLA2, NBD-HPC fluorescence, 1 h; actives 0.51% (n = 340,000); AID 504462; in the data active = inhibition above about 40%
Target sequence (Q9Y4P1 whole entry, looked up): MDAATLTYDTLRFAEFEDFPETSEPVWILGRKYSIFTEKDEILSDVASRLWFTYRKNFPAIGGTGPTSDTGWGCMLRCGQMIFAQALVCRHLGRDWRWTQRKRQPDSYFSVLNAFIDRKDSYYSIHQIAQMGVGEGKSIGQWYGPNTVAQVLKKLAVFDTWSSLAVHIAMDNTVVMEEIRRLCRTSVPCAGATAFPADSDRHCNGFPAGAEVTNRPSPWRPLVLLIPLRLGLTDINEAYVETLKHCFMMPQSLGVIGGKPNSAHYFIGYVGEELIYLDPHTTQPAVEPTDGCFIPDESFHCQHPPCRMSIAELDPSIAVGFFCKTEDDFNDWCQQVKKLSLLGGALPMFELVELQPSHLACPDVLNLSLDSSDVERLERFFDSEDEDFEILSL
hIAP activ: increases human intestinal alkaline phosphatase activity | P09923 | actives 0.16% (n = 330,000) | purified human IAP, CDP-Star luminescence, 30 min; hits give high values; 1 = vehicle-only enzyme, 0 = enzyme-free background | activation factor at 10 µM;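 active = activation factor of the enzyme at least 2-fold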; note: the source names both 10 and 20 µM as test concentration; values of inactives mirror those of a sister screen read the other way
Target sequence (P09923 whole entry, looked up): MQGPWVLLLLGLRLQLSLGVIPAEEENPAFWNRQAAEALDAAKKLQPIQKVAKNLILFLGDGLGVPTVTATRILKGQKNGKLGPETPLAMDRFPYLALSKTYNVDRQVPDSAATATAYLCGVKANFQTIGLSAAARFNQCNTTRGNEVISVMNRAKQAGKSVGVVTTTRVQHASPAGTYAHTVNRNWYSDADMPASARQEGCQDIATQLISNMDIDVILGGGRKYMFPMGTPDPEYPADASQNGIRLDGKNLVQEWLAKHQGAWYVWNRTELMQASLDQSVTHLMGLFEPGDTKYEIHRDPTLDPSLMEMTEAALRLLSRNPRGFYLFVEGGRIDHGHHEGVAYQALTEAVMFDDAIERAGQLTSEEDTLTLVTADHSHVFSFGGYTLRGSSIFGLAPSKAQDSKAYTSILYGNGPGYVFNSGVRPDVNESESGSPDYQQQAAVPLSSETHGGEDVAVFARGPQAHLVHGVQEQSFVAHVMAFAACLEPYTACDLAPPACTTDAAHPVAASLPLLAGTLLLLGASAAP
* hit, by the source's call. The order is random. Share with any hit: about 6.7%.

`Cn1c(=O)oc2cc(S(=O)(=O)NCCN3CCN(c4ccccc4F)CC3)ccc21` gave MPTP block -2.4, SENP1 inh 6, PfGluPho inh -14, SENP8 inh 14, NR3A LBD binder -1, SENP6 inh 13, ATG4B inh -3 and hIAP activ 0.97.
Screening CC(=O)c1cnc2c(-c3ccccc3)cnn2c1C returned MPTP block 1.4, SENP1 inh 0, PfGluPho inh 7, SENP8 inh 13, NR3A LBD binder -3, SENP6 inh -5, ATG4B inh -11 and hIAP activ 1.
For COc1ccc(CCNC(=O)C2CCN(S(=O)(=O)N3CCCCC3)CC2)cc1OC the results were MPTP block -2.0, SENP1 inh 2, PfGluPho inh -2, SENP8 inh 12, NR3A LBD binder 1, SENP6 inh -10, ATG4B inh 0 and hIAP activ 1.
For COc1ccc(S(=O)(=O)N2CCN(C(=O)/C=C/c3ccco3)CC2)cc1 the results were MPTP block -1.5, SENP1 inh -6, PfGluPho inh 30, SENP8 inh -5, NR3A LBD binder -1, SENP6 inh 6, ATG4B inh 0 and hIAP activ 0.84.
Screening COc1ccc(N2CCN(c3oc(COc4ccccc4Cl)nc3C#N)CC2)cc1 returned MPTP block 4.1, SENP1 inh -1, PfGluPho inh 12, SENP8 inh 15, NR3A LBD binder 0, SENP6 inh 4, ATG4B inh -2 and hIAP activ 0.9.
`Nc1nnnn1/N=C/c1ccccc1OCc1ccccc1` gave MPTP block 2.1, SENP1 inh 1, PfGluPho inh 9, SENP8 inh -13, NR3A LBD binder -1, SENP6 inh 2, ATG4B inh -8 and hIAP activ 1.
For CN=C(Nc1cc(C)nn1CCC#N)c1ccc(F)cc1 the results were MPTP block -0.8, SENP1 inh 0, PfGluPho inh -6, SENP8 inh 7, NR3A LBD binder -2, SENP6 inh 3, ATG4B inh -2 and hIAP activ 0.9.
COc1ccc([N+](=O)[O-])cc1N(CC(=O)N1CCN(Cc2ccccc2)CC1)S(C)(=O)=O was read as MPTP block 1.1, SENP1 inh 2, PfGluPho inh 11, SENP8 inh 9, NR3A LBD binder 1, SENP6 inh 10, ATG4B inh -5 and hIAP activ 1.1.
Screening COc1ccc(Cl)c(OC)c1C(=O)NC(=O)Nc1nc(C)nc(C)n1 returned MPTP block 0.2, SENP1 inh -1, PfGluPho inh 5, SENP8 inh 3, NR3A LBD binder 0, SENP6 inh 1, ATG4B inh -4 and hIAP activ 0.96.
For Cc1cccc(N2CCN(C(=O)CCS(=O)(=O)c3ccc(Br)cc3)CC2C)c1 (configuration not stated) the results were MPTP block 1.9, SENP1 inh 1, PfGluPho inh 0, SENP8 inh 6, NR3A LBD binder -4, SENP6 inh -5, ATG4B inh -5 and hIAP activ 0.93.
Screening CCOC(=O)C1CCCN(CC(=O)Nc2c(C(=O)OC)[nH]c3ccccc23)C1 (configuration not stated) returned MPTP block 0.9, SENP1 inh -2, PfGluPho inh -6, SENP8 inh -258, NR3A LBD binder 1, SENP6 inh -11, ATG4B inh -8 and hIAP activ 1.1.
For COc1ccc(C(=O)C2CCCN(Cc3cccn3-c3ccccn3)C2)c(OC)c1 (configuration not stated) the results were MPTP block 0.8, SENP1 inh 0, PfGluPho inh -3, SENP8 inh 8, NR3A LBD binder -1, SENP6 inh -13, ATG4B inh 18 and hIAP activ 1.1.
For CCn1c(=O)c(C(=O)CN(C)CC(=O)Nc2cccc(F)c2)c(N)n(Cc2ccccc2)c1=O the results were MPTP block 0.5, SENP1 inh -2, PfGluPho inh 14, SENP8 inh 0, NR3A LBD binder -3, SENP6 inh -26, ATG4B inh -14 and hIAP activ 1.
`CN(C)C(=O)CCc1ccc2c3c([nH]c2c1)[C@]1(C)[C@@H](C(=O)N2CCOCC2)C[C@H](CC(=O)NCCN2CCOCC2)C(=O)N1CC3` gave MPTP block 0.1, SENP1 inh 0, PfGluPho inh 9, SENP8 inh 16, NR3A LBD binder 0 and ATG4B inh 3.
O=C(COC(=O)c1cncc(Br)c1)Nc1nc(-c2ccc(F)cc2)cs1 was read as MPTP block 0.6, SENP1 inh -10, PfGluPho inh -2, SENP8 inh -5, NR3A LBD binder -1, SENP6 inh -6, ATG4B inh -6 and hIAP activ 0.94.

Of the compounds above, two have bromine.
For Cc1cccc(N2CCN(C(=O)CCS(=O)(=O)c3ccc(Br)cc3)CC2C)c1 (configuration not stated) the results were MPTP block 1.9, SENP1 inh 1, PfGluPho inh 0, SENP8 inh 6, NR3A LBD binder -4, SENP6 inh -5, ATG4B inh -5 and hIAP activ 0.93.
O=C(COC(=O)c1cncc(Br)c1)Nc1nc(-c2ccc(F)cc2)cs1 was read as MPTP block 0.6, SENP1 inh -10, PfGluPho inh -2, SENP8 inh -5, NR3A LBD binder -1, SENP6 inh -6, ATG4B inh -6 and hIAP activ 0.94.

Following part.
`N=c1n(Cc2ccccc2)c2ccccc2n1CC(O)c1ccco1` (configuration not stated) gave MPTP block -2.2, SENP1 inh -8, PfGluPho inh -6, SENP8 inh -257, NR3A LBD binder 0, SENP6 inh 7, ATG4B inh 9 and hIAP activ 1.
COc1ccc(C(=O)Nc2cc(C)nn2-c2cccc(F)c2)cc1 was read as MPTP block -0.1, SENP1 inh 1, PfGluPho inh 0, SENP8 inh 20, NR3A LBD binder -1, SENP6 inh 3, ATG4B inh 2 and hIAP activ 1.1.
Screening O=C(c1ccc2c3n(nc2c1)-c1ccc(Cl)cc1CO3)N1CCCCC1 returned MPTP block 0.6, SENP1 inh 0, PfGluPho inh 8, SENP8 inh -30, NR3A LBD binder 0, SENP6 inh 87*, ATG4B inh 11 and hIAP activ 0.94.
Cc1c(NC(=O)CCSc2ccc(Cl)cc2)c(=O)n(-c2ccccc2)n1C was read as MPTP block -1.4, SENP1 inh -1, PfGluPho inh -10, SENP8 inh 13, NR3A LBD binder 0, SENP6 inh 12, ATG4B inh -4 and hIAP activ 0.86.
Clc1nc2c(-c3ccccc3)nnn2c2ccccc12 was read as MPTP block 4.1, SENP1 inh -34, PfGluPho inh 11, SENP8 inh -414, NR3A LBD binder -2, SENP6 inh 35, ATG4B inh -5 and hIAP activ 1.1.
Screening COc1ccc(OCCn2c(N)nc3ccccc32)cc1 returned MPTP block 0.6, SENP1 inh 0, PfGluPho inh -3, SENP8 inh 14, NR3A LBD binder 1, SENP6 inh -9, ATG4B inh -7 and hIAP activ 0.98.
`CN1C2C=C3C(C#N)=C(N)C(C#N)(C#N)C(c4ccc(Br)cc4)C3C1CC2` (configuration not stated) gave MPTP block 0.3, SENP1 inh 1, PfGluPho inh 5, SENP8 inh -110, NR3A LBD binder -3, SENP6 inh 5, ATG4B inh -15 and hIAP activ 1.1.
Screening Cc1ccc(NC(=O)CNC(=O)Cn2cnc3sc(C)c(C)c3c2=O)cc1F returned MPTP block -0.8, SENP1 inh 2, PfGluPho inh 18, SENP8 inh 5, NR3A LBD binder -5, SENP6 inh 4, ATG4B inh 5 and hIAP activ 0.94.
Screening Cc1csc(NC(=O)CCC(=O)N(CC(=O)NC2CCCC2)c2ccccc2)n1 returned MPTP block 1.0, SENP1 inh -1, PfGluPho inh -19, SENP8 inh 10, NR3A LBD binder 0, SENP6 inh -7, ATG4B inh -12 and hIAP activ 0.82.
For OCC1(CCc2ccccc2)CCN(Cc2ccc3nsnc3c2)CC1 the results were MPTP block 0.0, SENP1 inh 1, PfGluPho inh 3, SENP8 inh -3, NR3A LBD binder -1, SENP6 inh 4, ATG4B inh 5 and hIAP activ 0.91.
For Cc1ccc(C)c(NC(=O)Cc2nc(CCl)cs2)c1 the results were MPTP block -0.9, SENP1 inh -13, PfGluPho inh 9, SENP8 inh 7, NR3A LBD binder -8, SENP6 inh -5, ATG4B inh 8 and hIAP activ 0.96.
N#Cc1cc2[nH]c3ccccc3c2[n+](-c2ccc([N+](=O)[O-])cc2)c1N was read as MPTP block -2.7, SENP1 inh -3, PfGluPho inh 4, SENP8 inh 5, NR3A LBD binder -3, SENP6 inh -2, ATG4B inh -1 and hIAP activ 0.94.
C#CCOCCOCCOCCNc1nc(N2CCN(C(=O)CCCCCCCCCCNC(=O)Cn3cc(C[C@@H](C)O)nn3)CC2)nc(N2CCN(C(=O)CCCCCCCCCCNC(=O)[C@@H]([C@H](C)CC)n3cc(CCCCCN)nn3)CC2)n1 was read as MPTP block -8.4, SENP1 inh 0, PfGluPho inh 56, SENP8 inh 7, NR3A LBD binder -2, SENP6 inh -20, ATG4B inh 25 and hIAP activ 1.1.
O=C(CSc1ccc2nnc(-c3ccncc3)n2n1)NCC1CCCO1 (configuration not stated) was read as MPTP block 0.1, SENP1 inh -1, PfGluPho inh -8, SENP8 inh -25, NR3A LBD binder -1, SENP6 inh -7, ATG4B inh 2 and hIAP activ 1.
S=C(c1ccc(N2CCOCC2)cc1)N1CCOCC1 was read as MPTP block -1.7, SENP1 inh 1, PfGluPho inh 44, SENP8 inh 12, NR3A LBD binder 3, SENP6 inh -5, ATG4B inh -7 and hIAP activ 1.2.

Brought forward from above: two entries, then new ones.
O=C(CSc1ccc2nnc(-c3ccncc3)n2n1)NCC1CCCO1 (configuration not stated) was read as MPTP block 0.1, SENP1 inh -1, PfGluPho inh -8, SENP8 inh -25, NR3A LBD binder -1, SENP6 inh -7, ATG4B inh 2 and hIAP activ 1.
S=C(c1ccc(N2CCOCC2)cc1)N1CCOCC1 was read as MPTP block -1.7, SENP1 inh 1, PfGluPho inh 44, SENP8 inh 12, NR3A LBD binder 3, SENP6 inh -5, ATG4B inh -7 and hIAP activ 1.2.
COc1ccc2cc(C3CC(c4cccs4)=NN3C(C)=O)c(Cl)nc2c1 (configuration not stated) was read as MPTP block 2.6, SENP1 inh -1, PfGluPho inh -6, SENP8 inh -269, NR3A LBD binder 1, SENP6 inh -8, ATG4B inh 6 and hIAP activ 1.
O=C(CN1C(=O)NC(c2ccccc2)(c2ccccc2)C1=O)N1CCCCC1 was read as MPTP block -0.5, SENP1 inh 2, PfGluPho inh -10, SENP8 inh 8, NR3A LBD binder 1, SENP6 inh 0, ATG4B inh -3 and hIAP activ 1.1.
`CCOC(=O)N1CCN(C(=O)CN(C)S(=O)(=O)c2ccc3c(c2)c(=O)n(C)c(=O)n3C)CC1` gave MPTP block -2.6, SENP1 inh 1, PfGluPho inh 6, SENP8 inh -7, NR3A LBD binder -2, SENP6 inh -10, ATG4B inh -7 and hIAP activ 1.1.
`CN1CCN(C(=S)c2ccc(-c3cc(Cl)ccc3Cl)o2)CC1` gave MPTP block 1.5, SENP1 inh -16, PfGluPho inh -16, SENP8 inh 4, NR3A LBD binder 1, SENP6 inh -11, ATG4B inh -6 and hIAP activ 1.3.
Screening COc1ccc(-c2nnn(CC(=O)NCCc3ccc(OC)c(OC)c3)n2)cc1 returned MPTP block -1.9, SENP1 inh 1, PfGluPho inh -14, SENP8 inh -7, NR3A LBD binder 5, SENP6 inh 9, ATG4B inh 1 and hIAP activ 1.1.
Screening COc1cccc(C(=O)N(Cc2nc(-c3ccc(C)cc3)no2)C(C)C)c1 returned MPTP block -2.5, SENP1 inh 1, PfGluPho inh 4, SENP8 inh 7, NR3A LBD binder -3, SENP6 inh 3, ATG4B inh -1 and hIAP activ 1.
For O=C(CN1CCCC(O)C1)N1c2ccccc2Sc2ccc(C(F)(F)F)cc21 (configuration not stated) the results were MPTP block -0.5, SENP1 inh 0, PfGluPho inh 46, SENP8 inh 20, NR3A LBD binder -2, SENP6 inh -9, ATG4B inh -4 and hIAP activ 1.2.
`COC(=O)c1ccc(S(=O)(=O)N2CCC(c3nc4ccccc4o3)CC2)cc1` gave MPTP block 1.5, SENP1 inh 3, PfGluPho inh -9, SENP8 inh 5, NR3A LBD binder 0, SENP6 inh 8, ATG4B inh 0 and hIAP activ 0.84.
Screening N#CC(C(=O)CCN1C(=O)C2CC=CCC2C1=O)c1nc2ccccc2[nH]1 (configuration not stated) returned MPTP block 1.1, SENP1 inh -27, PfGluPho inh -18, SENP8 inh -22, NR3A LBD binder -4, SENP6 inh -12, ATG4B inh -2 and hIAP activ 0.94.
Cc1ccc(CN2CCN(Cc3cn(C)nc3C)CC2CCO)o1 (configuration not stated) was read as MPTP block 1.2, SENP1 inh 0, PfGluPho inh 14, SENP8 inh 2, NR3A LBD binder 2, SENP6 inh -5, ATG4B inh -18 and hIAP activ 0.99.

High-throughput results (PubChem)
